Bioassay records deposited in PubChem by several laboratories.
DAX1 inh-1 = DAX1 (NR0B1) inhibitors, primary screen, cell-based, HEK293, Gal4-DAX1, luciferase luminescence | actives 0.99% (n = 340,000) | inhibition, % at 6.75 µM | AID 504766, 2011 | HEK293 Gal4-DAX1 luciferase reporter;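 active means inhibition above the mean over all tested compounds plus 3 SD, cut at about 4.2% in these data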;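 further: 0% = DAX1-transfected cells with DMSO and 100% = empty-vector control cells with DMSO; inhibition shows as a rise in luminescence from relieved DAX1 repression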
PLC-gamma1 inh = PLC-gamma1 enzyme inhibitors, primary screen, biochemical, fluorescence, purified enzyme; 1-phosphatidylinositol 4,5-bisphosphate phosphodiesterase gamma-1 (Homo sapiens), P19174; fluorogenic substrate; inhibition, % at 12.2 µM; actives 0.84% (n = 370,000); AID 720700, 2013; in the data active means inhibition above about 9.5%
DAX1 inh-2 = DAX1 (NR0B1) inhibitors on StAR promoter, primary screen, cell-based, luminescence, SF-1 (NR5A1), full-length DAX-1. inhibition, % at 6.8 µM. actives 1.1% (n = 370,000). HEK293T StAR-luciferase reporter, SF-1/DAX-1 repression relief. AID 652010, 2013;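 active means inhibition above the mean over all tested compounds plus 3 SD, cut at about 3.6% in these data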;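 further: 0% = DAX-1 cells with DMSO and 100% = cells lacking DAX-1 with DMSO; higher inhibition means more luminescence from relief of DAX-1 repression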
hgDAF12 agonist = H. glycines DAF-12 receptor agonists, primary screen, cell-based, luminescence, HEK293, GAL4 fusion, UAS-luciferase. HEK293 GAL4-hgDAF12 UAS-luciferase reporter, agonist luminescence; normalized to butyrate control. AID 687014, 2013. Nuclear hormone receptor DAF-12 (Heterodera glycines), GAL4 fusion. activation, % at 6.8 µM. actives 1.8% (n = 370,000);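 active means activation above a cutoff set at the mean of all screened compounds plus 3 SD, cut at about 10% in these data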;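 further: 0% = DMSO wells and 100% = sodium butyrate wells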
ssDAF12 agonist = S. stercoralis DAF-12 nuclear receptor activators, primary screen, cell-based, luminescence, HEK293, GRIP1 co-expression, lit1-tk-luc. Nuclear hormone receptor DAF-12 (Strongyloides stercoralis). HEK293 ssDAF-12/GRIP1 lit1-tk-luc reporter; % of 3 µM dafachronic acid response. activation, % at 6.8 µM. actives 1% (n = 370,000). AID 652126, 2013;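 active means activation above the mean over all tested compounds plus 3 SD, cut at about 0.9% in these data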;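 further: 0% = DMSO-only wells and 100% = 3 µM delta7-dafachronic acid wells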
MBD2 DNA inh = inhibitors of MBD2 binding to methylated DNA, primary screen, biochemical, TR-FRET, DNA-binding domain, human | MBD2 binding to methylated oligonucleotide | AID 686964, 2013 | inhibition, % at 4.4 µM | Methyl-CpG-binding domain protein 2 (Homo sapiens), Q9UBB5 | actives 0.31% (n = 370,000); in the data active means inhibition above about 13%
Target sequence (Q9UBB5 whole entry, looked up, the tested form may be a part): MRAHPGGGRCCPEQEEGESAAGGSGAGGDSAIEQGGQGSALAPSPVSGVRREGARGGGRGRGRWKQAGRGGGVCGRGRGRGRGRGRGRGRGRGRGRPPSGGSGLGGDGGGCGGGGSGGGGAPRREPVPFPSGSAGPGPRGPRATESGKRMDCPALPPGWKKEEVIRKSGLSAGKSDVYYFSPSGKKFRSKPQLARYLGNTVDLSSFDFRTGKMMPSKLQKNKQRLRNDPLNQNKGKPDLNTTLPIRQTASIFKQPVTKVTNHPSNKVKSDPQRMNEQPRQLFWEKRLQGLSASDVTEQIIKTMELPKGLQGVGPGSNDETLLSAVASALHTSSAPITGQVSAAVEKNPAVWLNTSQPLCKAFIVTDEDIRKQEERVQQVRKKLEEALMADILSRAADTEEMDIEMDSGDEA
PLC-beta3 inh = human PLC-beta3 inhibitors, primary screen, biochemical, fluorescence | inhibition, % at 12.2 µM | actives 0.18% (n = 370,000) | AID 720704, 2013 | Purified PLC-beta3, fluorogenic substrate; in the data active means inhibition above about 11%;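 further: 0% = median of compound wells on plate and 100% = full blocker control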
Rev-erbA mod = modulators of Rev-erb alpha DNA binding, primary screen, biochemical, FITC-DNA, fluorescence polarization, uHTS; actives 0.79% (n = 370,000); Rev-erbα–FITC-DNA binding, 90 min; Nuclear receptor subfamily 1 group D member 1 (Homo sapiens), P20393; activity, % at 10 µM;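 active means activity above about 14%, limit read from the data; passing the limit was not always enough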;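 further: 0% = DMSO wells with 35 nM protein and 100% = DMSO wells with 750 nM protein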
hcDAF-12 act = H. contortus DAF-12 nuclear receptor activators, primary screen, cell-based, luminescence, HEK293, lit1-tk-luc reporter; HEK293 hcDAF-12 lit1-tk-luc reporter; 0% DMSO, 100% Δ7-dafachronic acid; AID 652067, 2013; actives 1.4% (n = 370,000); activation, % at 6.8 µM;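 active means activation above the mean of all tested compounds plus 3 SD, cut at about 5.5% in these data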;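 further: 100% = response to 3 µM Δ7-dafachronic acid high control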
ADAM17 inh = ADAM17 inhibitors, primary screen, biochemical, QFRET. actives 0.83% (n = 370,000). inhibition, % at 6.95 µM. AID 720648, 2013. Disintegrin and metalloproteinase domain-containing protein 17 (Homo sapiens), P78536. recombinant ADAM17, EDANS/DABCYL FRET peptide cleavage;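 active means inhibition above the mean of compounds lying between control limits plus 3 SD, set per campaign, cut at about 8.5% in these data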;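 further: 0% = DMSO-only wells as the low control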
Target sequence (P78536 215-824 limits assumed): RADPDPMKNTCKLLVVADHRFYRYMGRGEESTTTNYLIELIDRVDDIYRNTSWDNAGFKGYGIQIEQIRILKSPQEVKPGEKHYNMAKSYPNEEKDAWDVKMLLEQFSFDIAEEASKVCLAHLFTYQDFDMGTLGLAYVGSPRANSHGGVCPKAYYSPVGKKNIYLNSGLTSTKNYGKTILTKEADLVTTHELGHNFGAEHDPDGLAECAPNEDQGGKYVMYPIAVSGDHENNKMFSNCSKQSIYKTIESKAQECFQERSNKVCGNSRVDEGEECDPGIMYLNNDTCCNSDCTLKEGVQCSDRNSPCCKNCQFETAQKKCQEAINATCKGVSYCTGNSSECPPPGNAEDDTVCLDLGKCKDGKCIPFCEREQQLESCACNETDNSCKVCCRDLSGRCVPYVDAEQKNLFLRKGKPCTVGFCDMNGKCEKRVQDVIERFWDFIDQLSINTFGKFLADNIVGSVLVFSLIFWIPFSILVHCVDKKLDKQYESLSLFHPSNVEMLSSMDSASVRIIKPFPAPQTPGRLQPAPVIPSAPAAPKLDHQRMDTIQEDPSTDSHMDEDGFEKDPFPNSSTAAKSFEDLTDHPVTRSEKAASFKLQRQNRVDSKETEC
SMARCA2 act = SMARCA2 (BRM) function activators, primary screen, cell-based, luminescence, high throughput | AID 652017, 2013 | actives 1% (n = 370,000) | activation, % at 9.1 µM | MG213 cells, MMTV-luciferase reporter, dexamethasone, overnight; in the data active means activation above about 7.8%;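 further: 0% = vehicle wells and 100% = reference activator wells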
* = called active by the depositor; · = no result given; & = joins results of further samples.

SMILES | DAX1 inh-1 | PLC-gamma1 inh | DAX1 inh-2 | hgDAF12 agonist | ssDAF12 agonist | MBD2 DNA inh | PLC-beta3 inh | Rev-erbA mod | hcDAF-12 act | ADAM17 inh | SMARCA2 act
O=C(c1ccc(Cn2cc(Cl)cn2)cc1)N1CCN(c2ccccc2)CC1 | 0.2 | 2 | -0.8 | 1.0 | -1.5 | -1 | 2 | -3 | -1.6 | 2 | 1
COC(CNC(=O)c1c[nH]c2ccc(S(=O)(=O)N3CCOCC3)cc2c1=O)OC | 0.4 | -2 | -0.4 | 1.2 | -1.4 | 0 | -2 | 5 | 1.5 | -44 | -1
Cc1ccc(C(=O)N/C(=C\c2ccco2)C(=O)NCCN2CCOCC2)cc1C | 0.7 | -6 | -1.2 | -1.1 | -1.1 | 1 | -11 | 4 | -0.2 | -2 | -1
CCOc1cc2c(c3c1C(c1ccccc1)N(S(=O)(=O)c1ccc(C)cc1)C3)C(=O)C=CC2=O (stereo unspecified) | · | 0 | -0.2 | -2.5 | -0.3 | -8 | 2 | -8 | -0.5 | -1 | -3
CCOC(=O)c1c(C)c(-c2ccccc2)n(CC(=O)NCCC(C)C)c1C | 0.8 | 0 | -0.4 | 4.0 | -0.9 | -4 | 2 | 4 | 0.0 | -4 | -1
CCCC(=O)Nc1ccc(NC(=O)Cc2ccccc2)cn1 | 0.2 | -56 | -0.6 | 1.0 | -0.7 | 3 | 0 | 1 | 0.8 | -5 | 1
CC(C)Cn1c(N)c(C(=O)COC(=O)c2ccc(Cl)cc2)c(=O)n(C)c1=O | -1.0 | 0 | -2.7 | -2.5 | -0.9 | -2 | -9 | -6 | -2.1 | -1 | -5
CN(NC1OC(=O)c2ccccc21)c1ccc(Cl)cc1[N+](=O)[O-] (stereo unspecified) | 1.0 | 3 | 0.1 | 0.3 | -0.9 | -5 | -4 | 1 | -0.2 | 3 | 1
Fc1cccc(NCc2ccoc2)c1 | -1.1 | -2 | 0.0 | 1.7 | 0.0 | 0 | -11 | 1 | 3.7 | -6 | -3
O[C@H]1CN(CC2CCCCC2)[C@@H](c2ccc(Cl)cc2)C[C@@H]1n1cc(-c2ccc(F)cc2)nn1 | 0.8 | -2 | -0.1 | 1.9 | -1.1 | -2 | -1 | -1 | -0.6 | -3 | -2
COc1ccc(S(=O)(=O)CCC(=O)Nc2ccc(OC)cc2OC)cc1 | 0.3 | -5 | 0.7 | -0.8 | -1.9 | 0 | -3 | 3 | -0.6 | -2 | 0
CC(=O)c1ccc(NC(=O)CSc2nnc(Cn3cnc4ccccc43)o2)cc1 | 1.3 | 5 | -1.6 | 0.9 | -0.8 | 3 | -3 | -3 | 0.7 | -1 | -3
COCC(=O)Nc1ccc(OC)c(Cl)c1 | 0.7 | 1 | 0.3 | -1.6 | -1.3 | -1 | -1 | 1 | -0.9 | -2 | 5
CCOc1ccc(C(=O)N(CC)CC(=O)Nc2ccc3c(c2)OCCO3)cc1 | 0.1 | 0 | 3.2 | 8.4 | -0.4 | 1 | -9 | -9 | 1.2 | -4 | 3
OC(CNC1CCCC1)COc1ccc(-c2ccccc2)cc1 (stereo unspecified) | 0.0 | 0 | 0.3 | 0.1 | -1.7 | -5 | -4 | 1 | -0.8 | 0 | 0
O=C(COC(=O)Cc1ccc2c(c1)OCCO2)Nc1ccc(S(=O)(=O)N2CCCC2)cc1 | 0.8 | -2 | 0.3 | -0.9 | -1.3 | 1 | 1 | 2 | 1.8 | -5 | -1
COc1ccc(C)cc1NC(=O)c1cc2c(s1)CCC2 | 0.3 | -6 | 0.5 | 9.5 | -0.8 | -6 | -12 | 5 | 4.4 | 0 | 5
CCCCCC[C@@H]([C@@H](C)O)n1cnc2c(N)ncnc21 | -0.8 | 0 | 1.0 | -0.2 | -1.0 | 4 | -2 | 0 | -1.2 | -5 | -1
CCN(C(=O)c1cccc(S(=O)(=O)N2CCc3ccccc32)c1)C1CCS(=O)(=O)C1 (stereo unspecified) | 0.1 | 3 | -0.5 | 1.4 | 0.0 | -3 | -2 | 2 | 1.3 | 2 | -2
CCn1cnc2c1c(=O)n(Cc1cccc(Br)c1)c(=O)n2Cc1ccccc1 | -2.0 | 1 | 0.8 | -2.3 | -1.2 | 4 | -8 | -1 | -1.0 | 3 | -1
CSc1ncccc1C(=O)OCC(=O)c1cccs1 | 0.2 | -3 | -0.2 | 0.1 | -1.1 | -1 | -5 | -8 | -1.4 | -4 | -2
O=[N+]([O-])c1c(Nc2ccccc2O)cc(Cl)c2nonc12 | -2.3 | 7 | 0.1 | 1.2 | -1.1 | -13 | -5 | 12 | -0.3 | 5 | 4
CCOC(=O)c1c(C)[nH]c(C)c1C(=O)COC(=O)[C@@H]1CCCN1S(=O)(=O)c1ccc(Cl)cc1 | 2.2 | 3 | -0.7 | 0.7 | -1.4 | 2 | -3 | -2 | -1.3 | 2 | -2
COCCNc1oc(COc2cccc(C)c2)nc1C#N | 0.5 | -2 | 0.6 | 0.7 | -1.1 | 2 | 1 | 3 | 0.0 | -2 | -2
CCN(CC(=O)Nc1c(F)cccc1F)C(=O)CCNS(=O)(=O)c1ccccc1C(F)(F)F | 1.2 | 2 | 1.1 | -0.9 | -0.9 | 1 | -4 | 12 | -0.5 | -6 | -1
CCC1(CC)NC(=O)N(CC(=O)NCc2ccc3c(c2)OCO3)C1=O | 0.4 | 2 | 0.6 | 1.3 | -0.2 | -1 | -2 | -3 | -1.9 | 4 | -2
Cc1cc(C)c(S(=O)(=O)c2cccc(Cl)c2)c(=O)[nH]1 | 0.2 | -1 | 0.1 | -2.1 | -0.9 | 0 | -6 | -1 | -1.1 | -3 | 11*
COc1ccc(CN2CCN(Cc3c[nH]c4ccccc34)CC2)c(OC)c1 | -0.1 | 1 | -1.0 | 5.9 | 0.1 | 4 | 0 | -8 | 1.1 | -11 | -4
COC(=O)c1c(S(C)(=O)=O)nc(-c2ccccc2)[nH]c1=O | 2.3 | -5 | -0.5 | 1.5 | -0.8 | -6 | -4 | -2 | -1.0 | 1 | 1
Cc1cc(Cl)ccc1NC(=S)N(CCCN1CCOCC1)Cc1cccs1 | -0.3 | 4 | -4.4 | -0.9 | -0.8 | 1 | 5 | 1 | 1.4 | 2 | 6
CN1CCc2c(c3ccccc3n2Cc2ccccc2)C1 | 0.1&0.5 | 7&0 | 1.2&-0.3 | 1.9&1.2 | -0.8&-1.3 | -1&3 | 3&-2 | 0&-4&-5 | 2.2&0.2 | 1&-8 | -2&0
CC(=O)Oc1cccc(N2C(=O)C3C4C=CC(CC4)C3C2=O)c1 (stereo unspecified) | 0.7 | 3 | -0.3 | 0.2 | -1.1 | 0 | 3 | -2 | -0.7 | -3 | 0
CC(=O)c1c(Cl)nc2cccc3c2c1-c1ccccc1C3=O | 1.8 | 4 | -0.2 | -2.1 | -1.2 | -6 | -3 | 1 | -0.3 | 1 | 1
COc1ccc(C(=O)NC2CCCc3c2cnn3-c2ccccc2F)o1 (stereo unspecified) | -0.6 | 0 | -2.2 | -4.5 | -1.8 | -2 | -2 | -3 | -0.7 | 0 | 2
Cc1ccnc(NC(=O)Cc2ccc([N+](=O)[O-])cc2)c1 | -1.2 | 2 | -0.1 | 4.7 | -0.9 | -5 | 2 | -5 | 3.0 | 0 | -3
COc1cc(F)c(C2=CC(=O)C[C@H](c3ccc4c(c3)OCO4)C2)cc1F | -1.2 | 0 | 0.0 | 1.4 | -0.8 | 3 | 2 | -2 | 0.4 | -2 | 1
CCOc1ccc(NS(=O)(=O)c2ccc(C(=O)NCC3CCCO3)cc2)cc1 (stereo unspecified) | 0.8 | 1 | -1.2 | -0.9 | -1.9 | 7 | 5 | 5 | 1.6 | -2 | -1
NC(=O)c1nsc(C(=O)N(c2cccc(F)c2)C(C(=O)NCC2CCCO2)c2cccs2)c1N (stereo unspecified) | -0.8 | -40 | -0.9 | -1.4 | -1.3 | -5 | -46 | -3 | -1.2 | -34 | 2
CCCc1cc(=O)oc2cc(OCC(=O)NCC3CCC(C(=O)O)CC3)ccc12 (stereo unspecified) | 0.2 | -5 | 0.5 | 1.1 | -0.9 | -2 | -8 | -5 | 0.5 | -39 | -3
CC[n+]1c(C)cc2c(sc3ccccc32)c1C | 0.6 | -9 | -1.1 | -2.7 | -0.8 | -2 | -9 | -1 | -1.0 | -27 | -5
COc1ccc(N2CCN(CC(=O)c3ccc(O)c(C)c3O)CC2)cc1 | 0.1 | -52 | -0.7 | -3.3 | -0.1 | -5 | -90 | -4 | -0.5 | -53 | -3
Cc1cccc(NC(=O)C2CCN(c3nccc(C)n3)CC2)c1 | -0.5 | -6 | -0.7 | -3.3 | -1.5 | 2 | -9 | 0 | -1.3 | -4 | -4
c1ccc(N2CCN(c3nccn4ccnc34)CC2)nc1 | · | -2 | 4.0* | 9.7 | 0.6 | -2 | 0 | -4 | 4.7 | -4 | 1
CC(C)OC(=O)CSc1nnc(-c2ccc(Cl)cc2Cl)n1N | 0.3 | 2 | -0.8 | 2.5 | -0.7 | -1 | 3 | -3 | -1.2 | -4 | -2
CCOC(=O)N1CCN(CCC(=O)Nc2cc(OC)cc(OC)c2)CC1 | 3.3 | 7 | -0.2 | 0.4 | -1.6 | -3 | -1 | 3 | -1.6 | -5 | 1
COCCN1CCC(CO)C1 (stereo unspecified) | 0.3 | -6 | -0.2 | -2.3 | -0.8 | 7 | -6 | -2 | -0.8 | -7 | -2
Cc1ccc2c(C)c(C(=O)N3CCC(C(N)=O)(N4CCCCC4)CC3)oc2c1C | -0.6 | 1 | -0.4 | -1.5 | -2.0 | -3 | -3 | 3 | -0.8 | 0 | 3
CC1(C)CC(=O)C(C=NCCN2CCOCC2)=C(O)C1 | 0.4 | -2 | -0.2 | 1.1 | -0.4 | 4 | -2 | 3 | -1.3 | -4 | -2
COC(=O)c1cc2sccc2n1Cc1ccc(C)cc1 | 1.0 | 2 | 0.3 | -3.3 | -1.4 | -8 | -4 | 5 | 0.0 | -4 | -2
